# FH mod = Identification of activators of human fumarate hydratase by quantitative high-throughput screening | 54,000 compounds, 0.22% hits | Potency, µM (titrated, usually from 79.9 µM), inactives show at the top dose activity change, negative = inhibition, most hits filed as inhibitors | FH coupled MDH/diaphorase resazurin fluorescence, 15 min | Fumarate hydratase, mitochondrial (Homo sapiens), P07954; note: the screen sought activators but most active calls are inhibition curves; nearly all actives have a fitted effect of over 45% in size
# NTMT1 inh = blocks human N-terminal methyltransferase 1 activity; 59,000 compounds, 2.5% hits; NTMT1 MTase-Glo SAH luminescence, purified enzyme; Potency, µM (doses to about 114 µM), for the others: top-dose activity change, negative = inhibition, most hits filed as inhibitors; Q9BV86;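 note: plate controls were DMSO vehicle for no effect and no enzyme for full effect; nearly all actives have a fitted effect of over 65% in size; many of its hits are not listed in these tables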
# Numbers without * were called inactive; u = inconclusive; & = joins results of further samples; [ ] = another dose, or the depositor's remark. Calls come from the whole dose curve; as a rule, active = well fitted curve in the direction sought with a large enough effect; inconclusive = small, poorly fitted or top-dose-only effect, or another doubt; inactive = no such curve, though single readings can be large; an effect the other way counts as inactive or inconclusive. Unless noted, % is set by controls: 0 for no effect and ±100 for the full control effect; potency is the fitted concentration of half-maximal effect.
# Second line of a record: FH mod	NTMT1 inh
Cc1ccc(NC(=O)c2ccc(CN3CCN(C)CC3)cc2)cc1Nc1nc(-c2cccnc2)cs1
    0.3%	u
O=C(CN1CCN(Cc2ccc3c(c2)OCO3)CC1)N1c2ccccc2Sc2ccccc21
    -5.3%[53.3 µM]	u
COc1cc(CCO)ccc1O[C@@H]1O[C@H](CO)[C@@H](O)[C@H](O)[C@H]1O
    0.8%[53.3 µM]	11.4%[29.8 µM]
Cc1ccccc1C(=O)c1ccc(Nc2ccc(Br)cc2N)cc1Cl
    -9.7%	11.6%&-7.0%[57.5 µM]
Cc1c(C)c2c(c(C)c1O)CCC(C)(COc1ccc(CC3SC(=O)NC3=O)cc1)O2 (stereo unspecified)
    u	u
OC1COC(OCC2OC(OCCc3ccccc3)C(O)C(O)C2O)C(O)C1O (stereo unspecified)
    -2.3%[53.3 µM]	-20.2%[29.8 µM]
CCN=C1N[C@@H]2[C@@H](O)[C@H](O)[C@@H](CO)O[C@@H]2S1
    6.8%	1.5%[57.5 µM]
COc1cc2c(cc1O)[C@H](c1ccc(O[C@@H]3O[C@H](CO)[C@@H](O)[C@H](O)[C@H]3O)c(OC)c1)[C@@H](CO)[C@](O)(CO)C2
    7.1%[53.3 µM]	12.7%[29.8 µM]
O=C(COCCOCCOCC(=O)Nc1c(I)cc(I)c(C(=O)O)c1I)Nc1c(I)cc(I)c(C(=O)O)c1I
    6.5%[53.3 µM]	u
CC(=O)OCC(=O)[C@@]12O[C@@H]1C[C@H]1[C@@H]3CC=C4C[C@@H](O)CC[C@]4(C)[C@H]3CC[C@@]12C
    1.4%	1.8%[57.5 µM]

# Exported field by field: entries from further up.
Structure: Cc1ccccc1C(=O)c1ccc(Nc2ccc(Br)cc2N)cc1Cl
  FH mod: -9.7%; NTMT1 inh: 11.6%&-7.0%[57.5 µM]
Structure: Cc1c(C)c2c(c(C)c1O)CCC(C)(COc1ccc(CC3SC(=O)NC3=O)cc1)O2 (stereo unspecified)
  FH mod: u; NTMT1 inh: u
Structure: OC1COC(OCC2OC(OCCc3ccccc3)C(O)C(O)C2O)C(O)C1O (stereo unspecified)
  FH mod: -2.3%[53.3 µM]; NTMT1 inh: -20.2%[29.8 µM]

# Next section:
# Second line of a record: FH mod	NTMT1 inh
C/C=C(/C=C(C)/C=C/C=C/C=C(\C)C(=O)C12OC1C(O)(CCO)NC2=O)C(=O)OC (stereo unspecified)
    4.5%[53.3 µM]	7.4%[29.8 µM]
COC1CC(OC2CCC3(C)C(=CCC4C3C(OC(C)=O)C(OC(=O)/C=C/c3ccccc3)C3(C)C(C(C)O)CCC43O)C2)OC(C)C1OC1CC(OC)C(OC2OC(C)C(OC3OC(CO)C(O)C(O)C3O)C(OC)C2O)C(C)O1 (stereo unspecified)
    14.3%[13.5 µM]	10.5%[6.45 µM]
CC(=O)Oc1ccc(C)cc1
    -9.6%[53.3 µM]	-14.1%[57.5 µM]
C=C(C)[C@@H]1CC[C@]2(C)CC[C@]3(C)C(CCC4[C@@]5(C)CC[C@H](O)C(C)(C)C5CC[C@]43C)C12 (stereo partly specified)
    -1.7%[53.3 µM]	12.2%[29.8 µM]
CC1=CC2/C=C(\C)CCC3OC(C)(C)OC3CCC(=O)C23C(=O)NC(CC(C)C)C3C1C (stereo unspecified)
    -1.2%[53.3 µM]	2.3%[29.8 µM]
O=C(OCC(O)CO)c1ccccc1Nc1ccnc2cc(Cl)ccc12 (stereo unspecified)
    -2.6%[53.3 µM]	u
Clc1ccc2c(c1)Nc1ccccc1S2
    -22.0%[53.3 µM]	29.3%[57.5 µM]
O=c1c(O)c(-c2ccc(O)c(O)c2)oc2cc(O)cc(O)c12
    u	u
NC1=N[C@@]2(c3cc(NC(=O)c4ccc(F)cn4)ccc3F)COC[C@@H]2CS1
    -1.2%[53.3 µM]	-11.7%[57.5 µM]
CC(=O)O[C@@H]1C2=C(O)C(=O)[C@](C)(OC(C)=O)C(=O)C2=CO[C@@]12O[C@@H](C)CC[C@H]2OC(C)=O
    2.1%[53.3 µM]	8.2%[29.8 µM]
CN(C)CC[C@H](c1ccc(Cl)cc1)c1ccccn1
    7.5%[53.3 µM]	4.1%[57.5 µM]
COc1ccccc1NC(=O)Nc1ccc2ccccc2c1
    u	-9.1%[57.5 µM]
CNCCC(c1cccs1)c1ccc(O)c2ccccc12 (stereo unspecified)
    0.0%	1.2%[57.5 µM]
CO[C@@H]1CC[C@H](OC[C@]2(COC(=O)c3ccc(C)[nH]3)[C@H](OC(C)=O)CC[C@@]3(C)[C@@H]4CC=C(C)[C@@H](C5=C(O)C(=O)OC5O)[C@]4(C)CC[C@@H]32)O[C@H]1C (stereo partly specified)
    -1.7%[20.6 µM]	-1.1%[12.6 µM]
OC[C@@]1(O)CO[C@@H](OC[C@H]2O[C@@H](Oc3c[nH]c4ccccc34)[C@H](O)[C@@H](O)[C@@H]2O)[C@@H]1O
    -3.6%[53.3 µM]	-16.8%[29.8 µM]
CCOc1cc(NC(C)=O)ccc1C(=O)OC
    3.5%[53.3 µM]	21.4%[57.5 µM]
Nc1ncn([C@@H]2O[C@H](CO)[C@@H](O)[C@@H]2O)c(=O)n1
    -0.4%[53.3 µM]	-4.8%[57.5 µM]
C/C=C/C1=CC2=C(CO1)C(=O)[C@](C)(O)[C@H](OC(=O)c1c(O)cc(OC)c(O)c1C)C2
    -1.4%[53.3 µM]	8.7%[29.8 µM]
CCOC(=O)N1CCC(CN(Cc2ccc(Cl)cc2)Cc2ccc([N+](=O)[O-])s2)C1 (stereo unspecified)
    -5.4%	-2.7%[57.5 µM]
CCC[C@@H]1C[C@@H](C(=O)N[C@@H]([C@H]2O[C@H](SC)[C@H](O)[C@@H](O)[C@@H]2O)[C@@H](C)O)N(C)C1
    6.3%	-27.2%[57.5 µM]
C=C1C(=O)O[C@@H]2/C=C(\CO)CC/C=C(/C=O)C[C@@H](O)[C@@H]12
    -2.7%	-6.6%[57.5 µM]
Cn1nc(-c2ccc(C(F)(F)F)cc2)nc2c(=O)n(C)c(=O)nc1-2
    3.98µM*	-2.8%[57.5 µM]
Cc1ccc(NS(=O)(=O)c2cc3c(cc2N[C@H](C)CO)NC(=O)CC3)cc1C
    -1.7%	-6.1%
C[C@]12C[C@@H](O)[C@@H]3C[C@@]1(O[C@@H]1O[C@H](CO)[C@@H](O)[C@H](O)[C@H]1O)[C@]3(COC(=O)c1ccccc1)C(=O)O2
    1.4%[53.3 µM]	-14.4%[29.8 µM]
CCCCC(=O)OCC(=O)[C@H]1[C@H](C)C[C@H]2[C@@H]3C[C@H](F)C4=CC(=O)C=C[C@]4(C)[C@@]3(F)[C@@H](O)C[C@@]21C
    -18.3%[53.3 µM]	10.3%[57.5 µM]
COc1ccc2[nH]c3c(-c4cccc5ccccc45)nccc3c2c1
    -16.9%	-2.8%[57.5 µM]
CC(=O)N[C@@H](CO)C(=O)N[C@@H](CC(=O)O)C(=O)N[C@@H](CCCCN)C(=O)N1CCC[C@H]1C(=O)O
    2.4%[53.3 µM]	19.8%[57.5 µM]
CC/C=C\C(O)C(O)C1=C(C)C(=O)C2(O1)C(=O)NC(OC)(C(=O)c1ccccc1)C2O (stereo unspecified)
    -0.2%[53.3 µM]	-8.2%[29.8 µM]
C=C1CC[C@H]2[C@@](C)(CCC(O)[C@@]2(C)CO)[C@@H]1C/C=C(/C(=O)O)C(O)CO (stereo partly specified)
    -1.7%[53.3 µM]	-6.4%[29.8 µM]
S=C(NCc1ccc2c(c1)OCO2)N1CCN(c2ncnc3c2oc2ccccc23)CC1
    -0.1%&5.4%	-1.3%[57.5 µM]
CC1OC(OC2C(CO)OC(OCC3OC(OC(=O)C45CCC(C)(C)CC4C4=CCC6C7(C)CCC(OC8OC(C(=O)O)C(O)C(OC9OC(CO)C(O)C(O)C9O)C8O)C(C)(C)C7CCC6(C)C4(C)CC5)C(O)C(O)C3O)C(O)C2O)C(O)C(O)C1O (stereo unspecified)
    3.5%[13.5 µM]	-0.3%[6.45 µM]
C/C=C(\C)C(=O)OC1C(C)C2(O)C(C=C(CO)CC3(O)C(=O)C(C)=CC32)C2C(C)(C)C12OC(C)=O (stereo unspecified)
    -5.6%[53.3 µM]	4.9%[29.8 µM]
CCN(CCO)CCCOc1ccc2c(Nc3cc(CC(=O)Nc4cccc(F)c4)[nH]n3)ncnc2c1
    u	u
CC(C)(Oc1ccc(-c2nc3cc(Cl)ccc3s2)cc1)C(=O)O
    -1.9%	-4.3%[57.5 µM]
N#Cc1cc(-c2ccnc(Nc3ccc(N4CCOCC4)cc3)n2)ccc1OC1CCOCC1
    -13.5%	-15.8%[57.5 µM]
N#CC1C(=O)Nc2scc(-c3ccc(-c4ccccc4O)cc3)c2C1=O (stereo unspecified)
    -23.0%	-24.0%[57.5 µM]
CCCCCCCC/C=C/C(=O)O
    -18.3%[53.3 µM]	-2.5%[57.5 µM]
COc1cc2c(N3CCN(C(=O)Nc4ccc(OC(C)C)cc4)CC3)ncnc2cc1OCCCN1CCCCC1
    6.9%	u
CC(=O)O[C@H]1[C@H](Oc2ccccc2COC(=O)C2(O)C=CCCC2=O)O[C@H](CO)[C@@H](O)[C@@H]1O (stereo partly specified)
    5.6%[53.3 µM]	1.6%[29.8 µM]
N#CC(=C(O)c1ccc(Cl)cc1Cl)c1nc2cc(Cl)ccc2c(=O)[nH]1
    -13.7%[53.3 µM]	u
CC(C)(Oc1ccc(CCNC(=O)c2ccc(Cl)cc2)cc1)C(=O)O
    -24.7%&-7.9%[53.3 µM]	0.2%[57.5 µM]
Nc1nc(-c2nn(Cc3ccccc3F)c3ncccc23)nc(N)c1N1CCOCC1
    3.8%[53.3 µM]	21.2%&-5.0%[57.5 µM]
CN1CCN2c3ccccc3Cc3ccccc3C2C1 (stereo unspecified)
    -6.8%&-2.3%&9.0%[53.3 µM]	u
O=C1CC2(CCCC2)CC(=O)N1CCCCN1CCN(c2ncccn2)CC1
    -10.8%&1.8%[53.3 µM]	24.0%[57.5 µM]
NC(N)=Nc1nc(CSCCC(N)=NS(N)(=O)=O)cs1
    -3.6%[53.3 µM]	6.0%[57.5 µM]
CCc1c(C)[nH]c2c1C(=O)C(CN1CCOCC1)CC2 (stereo unspecified)
    -14.1%&2.4%[53.3 µM]	21.3%[57.5 µM]
C=CC(=O)Nc1cccc(Nc2nc(Nc3ccc(NC4CN(CCF)C4)cc3OC)ncc2C(F)(F)F)c1
    u	u
CCOc1c2c(c(OCC)c3ccccc13)C(=O)N(c1ccc(CC(=O)NS(=O)(=O)c3ccccc3)cc1)C2
    -11.6%	6.3%[57.5 µM]
NC(=O)c1ccc(-c2nc(-c3ccc4c(c3)OCCO4)c(-c3ccccn3)[nH]2)cc1
    27.7%[53.3 µM]	u
CCNC(=O)C1OC(n2cnc3c(N)nc(NCCc4ccc(CCC(=O)O)cc4)nc32)C(O)C1O (stereo unspecified)
    4.5%	1.0%[57.5 µM]

# Further structures follow.
# Second line of a record: FH mod	NTMT1 inh
C=CC1(C)C=C2C(=O)CC3C(C)(C)CCCC3(C(=O)O)C2(O)CC1 (stereo unspecified)
    -2.5%[53.3 µM]	8.8%[29.8 µM]
CCC(C)/C=C(C)/C=C/C1=CC2=C(Cl)C(=O)C(C)(OC(C)=O)C(=O)C2=CN1CCCCC(N)C(=O)O (stereo unspecified)
    -0.5%[53.3 µM]	-1.0%[29.8 µM]
N#CC[C@H](C1CCCC1)n1cc(-c2ncnc3[nH]ccc23)cn1
    -14.3%	-0.7%
C[C@@H]1CC[C@]2(C(=O)O[C@@H]3O[C@H](CO)[C@@H](O)[C@H](O)[C@H]3O)CC[C@]3(C)C(=CCC4[C@@]5(C)C[C@@H](O)[C@H](O)[C@@](C)(C(=O)O[C@H]6[C@H](O)C[C@@]7(C)C(CC[C@]8(C)C7CC=C7[C@H]9[C@](C(=O)O[C@@H]%10O[C@H](CO)[C@@H](O)[C@H](O)[C@H]%10O)(CC[C@@H](C)[C@@]9(C)O)CC[C@]78C)[C@@]6(CO)C(=O)O)C5CC[C@]43C)[C@@H]2[C@]1(C)O (stereo partly specified)
    -5.8%[13.5 µM]	7.3%[6.45 µM]
CCCCCCCCCCCCCCCCN
    -4.8%[53.3 µM]	31.3%[activator][57.5 µM]
C[C@@H]1[C@H](O)[C@@H](C)C=CC=CC=CC=CC=CC=CC=C[C@H](O[C@@H]2O[C@H](C)[C@H](O)[C@H](N)[C@@H]2O)C[C@@H]2O[C@](O)(C[C@@H](O)C[C@@H](O)[C@H](O)CC[C@@H](O)C[C@@H](O)CC(=O)O[C@H]1C)C[C@H](O)[C@@H]2C(=O)O
    -0.4%[53.3 µM]	u
Cc1noc(-c2ccc(CSCCC(=O)O)cc2)c1NC(=O)OC(C)c1ccccc1Cl (stereo unspecified)
    6.2%[53.3 µM]	13.6%
CC(CCc1ccc(O)cc1)O[C@@H]1O[C@H](CO[C@@H]2OC(CO)[C@H](O)[C@H]2O)[C@@H](O)[C@H](O)[C@H]1O (stereo partly specified)
    -2.2%[53.3 µM]	11.5%[29.8 µM]
CCN(CC)CCOC(=O)C1(C2CCCCC2)CCCCC1
    -7.6%&1.2%[53.3 µM]	3.5%[57.5 µM]
C=CC1(C)CC(O)C(C(=C)C(=O)OC)C(O)C1C(=C)CO (stereo unspecified)
    -10.6%	0.9%[57.5 µM]
NC(=O)COCCN1CCN(C(c2ccccc2)c2ccc(Cl)cc2)CC1 (stereo unspecified)
    5.8%[53.3 µM]	-29.9%[57.5 µM]

# Bioassay records from PubChem BioAssay.

# Some of the compounds tested, so the mix of outcomes need not match the whole.
